Rac1 GTP hydrolysis: MgcRacGAP GTPase-activating activity inhibitors, confirmation, biochemical, ADP Hunter fluorescence; MgcRacGAP-stimulated Rac1 GTP hydrolysis, ADP Hunter fluorescence; higher % means a stronger effect; GST-tagged Rac1 F28L mutant substrate; inhibition, % at 30 µM, or IC50 in µM where a hit was titrated; hit rate 0.6% among 340,000;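 active = first-screen hits whose inhibition reached a set limit at any dose in the follow-up dose series; inconclusive = inhibition above the set first-screen limit but never retested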;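 also: fluorescence reports GDP produced by GAP-driven GTP hydrolysis; strong numbers were not always called active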
Myeloid diff 2: myeloid differentiation induction. hit rate 1% among 360,000. ER-HoxA9 myeloid progenitors, lysozyme-GFP differentiation, flow cytometry. AID 624256. calls only at 10 µM;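 active = normalized GFP-positive differentiation at or above the plate's own cutoff, the solvent-only control mean plus 3 SD; inconclusive = no clear call, values can overlap the other calls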;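 also: cells exposed to compound for four days before flow analysis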
T cell HTS: modulates CD8 T cell binding to vesicles; calls only at 7 µM; 2C CD8+ T cell-vesicle binding, flow cytometry; stronger effect = lower value; hit rate 0.068% among 330,000; AID 2052;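 active = response, share of CD8 T cells binding vesicles, and their 90th percentile fluorescence all below set limits, cut at about 80% in these data, passing the limit was not always enough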
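Read-out – percent CD8+ FL2 mean versus row control · System – murine 2C transgenic CD8+ T lymphocytes · Times – 1.5 h cell–vesicle binding at 37 °C, then 20 min icy labelling · Control set – naked vesicles low, QL9 vesicles with vehicle high · Detection – cytometric PE anti-B7-1 and Alexa647 anti-CD8 signals after 1% paraformaldehyde fixation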
T cell HTS vesicle-bound %: also measured in T cell HTS; calls as there; double positive events, %; measured here: CD8+ vesicle-bound cell fraction;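 binding gate set so that unloaded-vesicle control wells show 10% double positive cells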
Myeloid diff 2 GFP+ MAC1+ %: second read-out of Myeloid diff 2, no call of its own (marks repeat the call); GFP+ MAC1+ double positive, %; measured here: differentiation confirmed by MAC1 staining
An asterisk follows results filed as active; i = inactive; ? = inconclusive.

canonical_smiles | Myeloid diff 2 | T cell HTS | Rac1 GTP hydrolysis | T cell HTS vesicle-bound % | Myeloid diff 2 GFP+ MAC1+ %
COC(=O)[C@]1(C)N[C@H](CN(C)C(=O)C2CCCCC2)[C@@H]2C(=O)N(Cc3ccccc3)C(=O)[C@@H]21 | i | i | 5% | 17 | 1.6
CN(C)S(=O)(=O)c1ccc(C(=O)OCC(=O)NC(=O)NC2CCCC2)cc1 | i | i | -1% | 43 | 1.5
O=C(Nc1cccc(S(=O)(=O)N2CCCCC2)c1)c1ccc(Cl)nc1 | i | i | 3% | 35 | 0.3
CN(c1ccc(F)cc1)S(=O)(=O)c1ccc(Cl)c(C(=O)OCC(=O)NC2CC2)c1 | i | i | 7% | 58 | 0.8
CC(C)=CC(=O)Nc1cccc(S(=O)(=O)NC2=NCCCCC2)c1 | i | i | 8% | 33 | 1.2
Cc1ccc(C(=O)NCC(=O)Nc2ccc3c(c2)CCC3)cc1 | i | i | -5% | 43 | 1.0
CCOC(=O)C1CCN(C(=O)COC(=O)c2ccccc2OCC)CC1 | i | i | 4% | 30 | 0.6
Cc1ccc(OCCC(=O)NNC(=O)c2ccc(Br)cc2)cc1 | i | i | 1% | 32 | 0.8
CC(Sc1ccccc1F)C(=O)Nc1cccc(S(=O)(=O)N2CCOCC2)c1 (stereo unspecified) | i | i | 7% | 51 | 1.4
CCN(C[C@H]1N[C@@](C)(C(=O)OC)[C@H]2C(=O)N(Cc3ccccc3)C(=O)[C@@H]12)S(=O)(=O)c1ccc(C)cc1 | i | i | 5% | 8 | 1.8
CCN(C(=O)COc1ncnc2ccccc12)C1CCCCC1 | i | i | 0% | 54 | 1.4
CN(Cc1ccccc1)C(=O)COC(=O)CN1C(=O)c2ccccc2C1=O | i | i | 7% | 36 | 1.1
CC(Sc1nnc(NC2CC2)s1)C(=O)Nc1ccc(S(N)(=O)=O)cc1 (stereo unspecified) | i | i | 1% | 50 | 1.5
COC(=O)c1ccc(-n2c(C)cc(C(=O)COC(=O)C3=COCCO3)c2C)cc1 | i | i | -4% | 45 | 0.8
Cc1c(Cl)cccc1NC(=O)COC(=O)Cn1cnc2c1c(=O)n(C)c(=O)n2C | i | i | 4% | 43 | 0.7
O=C(CN1c2cccc3cccc(c23)S1(=O)=O)NCCc1ccccc1 | i | i | 10% | 14 | 1.2
COc1ccc(-c2csc(NC(=O)[C@H](C)N3C(=O)C4CC=CCC4C3=O)n2)cc1OC (stereo partly specified) | i | i | 11% | 51 | 0.5
CCOc1cc(N2CCOCC2)c(OCC)cc1NC(=O)c1ccc(OC)c(S(=O)(=O)N2CCOCC2)c1 | i | i | 4% | 49 | 0.3
CCN(C[C@H]1N[C@@](Cc2ccccc2)(C(=O)OC)[C@H]2C(=O)N(C)C(=O)[C@@H]12)C(=O)Nc1ccc(C(F)(F)F)cc1 | i | i | 1% | 14 | 0.6
CCCCOc1cc(NCc2ccccc2)c2ncn(C(C)C)c2c1 | i | i | 12% | 21 | 1.4
COC(=O)C1=C(C)N(Cc2ccccc2)C(=NCCc2c[nH]c3ccccc23)N[C@H]1c1cccc(F)c1 | i | i | 3% | 20 | 2.2
C#CCOCCOCCOCCNc1nc(N2CCN(C(=O)[C@H](CCCCN)n3cc([C@@H](N)[C@H](C)CC)nn3)CC2)nc(N2CCN(C(=O)[C@H](CCC(=O)O)n3cc([C@@H](N)CCCCN)nn3)CC2)n1 | i | i | 20% | 20 | 1.8
CCCCCCCC(=O)C(C)C(=O)N(C)[C@H](Cc1ccc(OC)cc1)C(=O)N(C)[C@H](C(N)=O)C(C)C (stereo partly specified) | i | i | 10% | 16 | 1.0
Cc1nn(CC(=O)N2CCN(C(=O)c3ccco3)CC2)c(C)c1[N+](=O)[O-] | i | i | 2% | 41 | 1.2

Entries shown so far with a Cl atom, in the order listed:
canonical_smiles | Myeloid diff 2 | T cell HTS | Rac1 GTP hydrolysis | T cell HTS vesicle-bound % | Myeloid diff 2 GFP+ MAC1+ %
O=C(Nc1cccc(S(=O)(=O)N2CCCCC2)c1)c1ccc(Cl)nc1 | i | i | 3% | 35 | 0.3
CN(c1ccc(F)cc1)S(=O)(=O)c1ccc(Cl)c(C(=O)OCC(=O)NC2CC2)c1 | i | i | 7% | 58 | 0.8
Cc1c(Cl)cccc1NC(=O)COC(=O)Cn1cnc2c1c(=O)n(C)c(=O)n2C | i | i | 4% | 43 | 0.7

(more compounds)
canonical_smiles | Myeloid diff 2 | T cell HTS | Rac1 GTP hydrolysis | T cell HTS vesicle-bound % | Myeloid diff 2 GFP+ MAC1+ %
COc1cc(OC)cc(-c2cc3ccccc3c(=O)o2)c1 | i | i | 6% | 21 | 0.7
C=CCN1C(=O)C(=O)N(CC(=O)NCC(=O)Nc2ccc(F)c(F)c2F)C1=O | i | i | 3% | 25 | 0.2
O=S(=O)(c1ccccc1C(F)(F)F)N1CCN(c2ncnc3sccc23)CC1 | i | i | 4% | 45 | 0.5
CC(NC(=O)COC(=O)CN1C(=O)C2CCCCC2C1=O)c1ccccc1 (stereo unspecified) | i | i | 5% | 56 | 2.0
Cc1cc(C(=O)OCC(=O)NCc2cccs2)ccc1[N+](=O)[O-] | i | i | 3% | 33 | 1.1
CC(=O)Nc1ccc(S(=O)(=O)N[C@@H](C)C(=O)OCC(=O)c2ccc[nH]2)cc1 | i | i | -2% | 50 | 0.5
C[C@H](CO)N1C[C@H](C)[C@@H](CN(C)C(=O)Nc2ccc3c(c2)OCO3)Oc2ccc(NC(=O)NC3CCCCC3)cc2C1=O | i | i | 2% | 8 | 2.6
O=C(COC(=O)c1ccc(OC(F)(F)F)cc1)Nc1ncccn1 | i | i | 7% | 50 | 1.1
COc1ccc(CCC(=O)OCC(=O)Nc2sccc2C#N)cc1 | i | i | 2% | 55 | 3.0
O=C(Nc1cc(S(=O)(=O)N2CCCC2)ccc1Cl)c1cc(F)c(F)c(F)c1F | i | i | 4% | 29 | 0.8
Cc1cc(C(=O)NN=C2CC(=O)CC(C)(C)C2)c(C)o1 | i | i | -1% | 36 | 1.2
Cc1noc(C)c1NC(=O)N(C)C[C@H]1Oc2c(NS(=O)(=O)c3cccs3)cccc2C(=O)N([C@H](C)CO)C[C@@H]1C | i | i | -7% | 34 | 0.3
CC(=O)c1ccc(NC(=O)C(C)O/N=C(\N)c2ccccc2)cc1 (stereo unspecified) | i | i | 3% | 8 | 1.1
O=c1cc(-c2ccc(O)c(O)c2)oc2cc(O[C@@H]3O[C@H](CO)[C@@H](O)[C@H](O)[C@H]3O)cc(O)c12 | i | i | ? | 23 | 1.9
O=C(COc1ccc(Cl)c(Cl)c1)NC1CCS(=O)(=O)C1 (stereo unspecified) | i | i | 1% | 45 | 0.9
O=C1CN(C(=O)CSc2ccccn2)c2ccccc2N1 | i | i | -4% | 45 | 0.7

Just T cell HTS vesicle-bound %, for 2 of the compounds above:
molecule | T cell HTS vesicle-bound %
Cc1cc(C(=O)NN=C2CC(=O)CC(C)(C)C2)c(C)o1 | 36
Cc1noc(C)c1NC(=O)N(C)C[C@H]1Oc2c(NS(=O)(=O)c3cccs3)cccc2C(=O)N([C@H](C)CO)C[C@@H]1C | 34

(listing goes on)
canonical_smiles | Myeloid diff 2 | T cell HTS | Rac1 GTP hydrolysis | T cell HTS vesicle-bound % | Myeloid diff 2 GFP+ MAC1+ %
C=CC[C@@H](CC(=O)NCCO)C(=O)N[C@H](C)COC(=O)[C@@H](CC=C)Cc1ccc(F)cc1 | i | i | 3% | 50 | 1.1
CN(C(=O)c1ccc(NC(=O)Cc2cccc([N+](=O)[O-])c2)cc1)C1CCCC1 | i | i | 6% | 54 | 2.0
COc1ccccc1NC(=O)COC(=O)Cn1cnc2c1c(=O)n(C)c(=O)n2C | i | i | 8% | 24 | 0.4
CN(C(=O)CN1C(=O)NC(c2ccccc2)(c2ccccc2)C1=O)C1CCS(=O)(=O)C1 (stereo unspecified) | i | i | 4% | 30 | 0.6
N#CCCN(C(=O)COC(=O)CCC(=O)c1cccs1)c1ccccc1 | i | i | 2% | 34 | 0.3
C[C@@H]1CN([C@@H](C)CO)C(=O)c2cccc(NS(=O)(=O)c3ccc(F)cc3)c2O[C@H]1CN(C)C(=O)NC1CCCCC1 | i | i | 2% | 8 | 0.4
COc1ccc(NC(=O)c2ccc(S(=O)(=O)N3CCCCC3)cc2)cc1OC | i | i | 5% | 50 | 0.3
C[C@@H]1COC(=O)[C@@H](CC(=O)OC(C)(C)C)C/C=C\C[C@@H](CC(=O)N[C@@H](CO)Cc2ccccc2)C(=O)N1 | i | i | 7% | 4 | 1.0

Sorted by value in Myeloid diff 2 GFP+ MAC1+ % (low to high): 4 of the compounds above
Compound,T cell HTS,Rac1 GTP hydrolysis,T cell HTS vesicle-bound %,Myeloid diff 2 GFP+ MAC1+ %
C[C@@H]1CN([C@@H](C)CO)C(=O)c2cccc(NS(=O)(=O)c3ccc(F)cc3)c2O[C@H]1CN(C)C(=O)NC1CCCCC1,i,2%,8,0.4
C[C@@H]1COC(=O)[C@@H](CC(=O)OC(C)(C)C)C/C=C\C[C@@H](CC(=O)N[C@@H](CO)Cc2ccccc2)C(=O)N1,i,7%,4,1.0
C=CC[C@@H](CC(=O)NCCO)C(=O)N[C@H](C)COC(=O)[C@@H](CC=C)Cc1ccc(F)cc1,i,3%,50,1.1
CN(C(=O)c1ccc(NC(=O)Cc2cccc([N+](=O)[O-])c2)cc1)C1CCCC1,i,6%,54,2.0

(further entries)
canonical_smiles | Myeloid diff 2 | T cell HTS | Rac1 GTP hydrolysis | T cell HTS vesicle-bound % | Myeloid diff 2 GFP+ MAC1+ %
CCNC(=O)N(CC)C[C@H]1N[C@@](Cc2ccccc2)(C(=O)OC)[C@H]2C(=O)N(Cc3ccccc3)C(=O)[C@@H]12 | i | i | 11% | 7 | 1.4
COc1ccc(NC(=O)Nc2ccc3c(c2)C(=O)N([C@@H](C)CO)C[C@@H](C)[C@@H](CN(C)CC2CCCCC2)O3)cc1 | i | i | 5% | 32 | 0.1
O=C(C[C@@H]1C/C=C\C[C@@H](NC(=O)OCC2c3ccccc3-c3ccccc32)C(=O)OC[C@@H](Cc2ccccc2)NC1=O)NCCO | i | i | 10% | 11 | 0.9
Cc1cc(C(=O)CCC(=O)NCC(=O)Nc2c(C)cccc2C)c(C)s1 | i | i | -3% | 41 | 0.4
CCCCN1C(=O)C(=O)c2cc(Cl)ccc21 | i | i | 31% | 11 | 0.9
O=C(COC(=O)c1cc([N+](=O)[O-])ccc1NCCO)Nc1cccnc1Cl | i | i | 3% | 50 | 1.4
C=CC[C@H](CC(=O)OC(C)(C)C)C(=O)OC[C@@H]1CCCN1C(=O)[C@@H](CC=C)CC(=O)NCCO | i | i | 7% | 34 | 0.9
Cc1ccccc1-c1nc(S(=O)(=O)c2ccccc2)c(N2CCCC2)o1 | i | i | 4% | 49 | 0.3

3 entries from above, arranged by SMILES length, descending:
canonical_smiles | Myeloid diff 2 | T cell HTS | Rac1 GTP hydrolysis | T cell HTS vesicle-bound % | Myeloid diff 2 GFP+ MAC1+ %
O=C(C[C@@H]1C/C=C\C[C@@H](NC(=O)OCC2c3ccccc3-c3ccccc32)C(=O)OC[C@@H](Cc2ccccc2)NC1=O)NCCO | i | i | 10% | 11 | 0.9
C=CC[C@H](CC(=O)OC(C)(C)C)C(=O)OC[C@@H]1CCCN1C(=O)[C@@H](CC=C)CC(=O)NCCO | i | i | 7% | 34 | 0.9
Cc1cc(C(=O)CCC(=O)NCC(=O)Nc2c(C)cccc2C)c(C)s1 | i | i | -3% | 41 | 0.4

Next part:
canonical_smiles | Myeloid diff 2 | T cell HTS | Rac1 GTP hydrolysis | T cell HTS vesicle-bound % | Myeloid diff 2 GFP+ MAC1+ %
Cc1ccc(CNC(=O)COC(=O)c2ccc(S(=O)(=O)N3CCOCC3)cc2)cc1 | i | i | 3% | 39 | 1.6
Nc1cc(C(=O)OCC(=O)NNC(=O)c2ccccc2F)ccc1Cl | i | i | 8% | 46 | 1.5
CCN(C(=O)COC(=O)c1ccc([N+](=O)[O-])o1)c1cccc2ccccc12 | i | i | 5% | 34 | 2.3
CCOC(=O)[C@H]1[C@H]2COc3ccc(Br)cc3[C@@H]2N2C(=O)N(c3ccc(F)cc3)C(=O)[C@@]12C | i | i | 4% | 12 | 0.8
COc1ccc(-c2sc3cc(OC)c(OC)cc3c2C#CCO)cc1 | i | i | 5% | 16 | 0.4

These rows are one share of the data, so the mix of outcomes need not match the whole.
